Screening results from PubChem.
L929 necroptosis = blocks zVAD induced death of L929 cells; viability rescue, % at 10 µM; 220,000 tested, 0.38% active; AID 1377; L929 zVAD necroptosis rescue, ATP luminescence, 24 h; with zVAD 60 µM;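 active = activation, scaled between plate controls, above about 75%, limit read from the data; inactive = activation under that limit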;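 also: 0% = zVAD with DMSO and 100% = DMSO alone without zVAD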
EP2 antag = EP2 receptor (human) inhibition; P43116; AID 1422; C6 glioma cells expressing human EP2, cAMP TR-FRET; cells stimulated with saturating PGE2; 260,000 tested, 0.52% active; inhibition, % at 25 µM;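 active = percent inhibition above 40 after rounding to a whole number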;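 also: rat C6 glioma host cells with rolipram phosphodiesterase inhibitor present; the protocol text gives 20 µM as final concentration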
Target sequence (P43116 whole entry, looked up): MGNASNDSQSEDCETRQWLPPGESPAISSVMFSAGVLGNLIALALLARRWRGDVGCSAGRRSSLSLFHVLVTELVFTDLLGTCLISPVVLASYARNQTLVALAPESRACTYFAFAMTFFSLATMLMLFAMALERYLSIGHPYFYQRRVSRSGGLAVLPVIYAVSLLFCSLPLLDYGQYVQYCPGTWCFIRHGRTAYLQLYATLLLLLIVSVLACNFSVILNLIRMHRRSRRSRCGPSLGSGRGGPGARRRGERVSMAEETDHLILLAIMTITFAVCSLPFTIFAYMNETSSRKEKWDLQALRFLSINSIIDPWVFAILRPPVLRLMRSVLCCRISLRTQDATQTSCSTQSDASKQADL
EP2 modulator = modulators of human EP2 prostaglandin E2 receptor; AID 940; P43116; 260,000 tested, 0.83% active; induction, % at 25 µM; EP2-expressing cells, cAMP HTRF FRET, PGE2 co-stimulation;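 active = compounds whose cAMP rise, as percent of the full-agonist control response, exceeds 60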;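 also: rat C6 glioma line stably carrying human EP2 under a CMV promoter; the protocol text gives 20 µM as final concentration; 100% = response of wells given 1 µM PGE2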
Rad51 HR inh = Rad51 (human) homologous recombination inhibition. hRad51 DNA strand exchange, fluorescence dequenching. 200,000 tested, 0.085% active. Q06609. inhibition, % at 10 µM;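 active = inhibition above 40% at the single screening dose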;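 also: 0% = DMSO control wells and 100% = blanks with heterologous ssDNA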
Target sequence (Q06609 whole entry, looked up): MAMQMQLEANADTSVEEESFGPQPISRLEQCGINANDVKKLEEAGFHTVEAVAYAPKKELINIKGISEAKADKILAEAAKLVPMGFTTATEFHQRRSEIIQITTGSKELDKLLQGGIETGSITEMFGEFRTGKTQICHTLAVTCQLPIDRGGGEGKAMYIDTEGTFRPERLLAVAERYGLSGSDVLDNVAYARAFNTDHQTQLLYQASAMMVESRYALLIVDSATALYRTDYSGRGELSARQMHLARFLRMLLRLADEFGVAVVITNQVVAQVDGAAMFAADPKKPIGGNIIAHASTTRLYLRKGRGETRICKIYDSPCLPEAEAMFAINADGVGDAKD
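Test system: preformed human Rad51 ssDNA filaments. Compound dosing: single dose, 10 µM final compound. Incubation: filaments 15 min 37 °C, then compound 30 min. Technique: FRET fluorescence dequenching, excitation 485 nm, emission 520 nm. Read-out basis: percent inhibition from fluorescence, normalised to plate control and blank means. Benchmarks: plate controls and plate blanks.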
Calpain2 inh = inhibitors of pig calpain II; 220,000 tested, 0.37% active; inhibition, % at 16 µM; purified calpain II, fluorogenic peptide substrate, 30 min; AID 1236;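 active = inhibition above about 50%, limit read from the data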
Hck-Nef inh = inhibitors of human Hck kinase activated by Nef. P08631. Recombinant Hck-YEEI plus Nef, Z-Lyte FRET kinase assay. inhibition, % at 20 µM. 220,000 tested, 0.68% active;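 active = Hck-Nef kinase inhibition above about 50%, limit read from the data; inactive = inhibition below that limit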;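 also: 0% = DMSO with Hck plus Nef and 100% = Hck alone without Nef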
Tb hexokinase = blocks Trypanosoma brucei hexokinase 1 activity; AID 1430; 220,000 tested, 0.11% active; inhibition, % at 10 µM; recombinant TbHK1, G6PDH-coupled NADH A340;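 active = inhibition of 50% or more in the single-dose primary screen; inactive = inhibition below 50%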
eIF4E-4G inh = inhibitors of eIF4E and eIF4G interaction in translation initiation; 220,000 tested, 0.37% active; AID 782; inhibition, % at 21.7 µM; P63073+Q04637; TR-FRET eIF4E-eIF4GI(517-606) binding, 2 h;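 active = inhibition above about 30%, limit read from the data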;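 also: 0% = full FRET control wells and 100% = background wells lacking eIF4GI fragment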
14-3-3 Bad PPI = disrupts binding of bovine 14-3-3 zeta to phospho-Bad peptide; TR-FRET 14-3-3zeta/Dy647-pBad peptide displacement, 1 h; inhibition, % at 21.7 µM; 220,000 tested, 0.71% active;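 active = inhibition above about 70%, limit read from the data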;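 also: 0% = full 14-3-3 plus peptide FRET controls and 100% = background without 14-3-3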
Target sequence (P63103 whole entry, looked up): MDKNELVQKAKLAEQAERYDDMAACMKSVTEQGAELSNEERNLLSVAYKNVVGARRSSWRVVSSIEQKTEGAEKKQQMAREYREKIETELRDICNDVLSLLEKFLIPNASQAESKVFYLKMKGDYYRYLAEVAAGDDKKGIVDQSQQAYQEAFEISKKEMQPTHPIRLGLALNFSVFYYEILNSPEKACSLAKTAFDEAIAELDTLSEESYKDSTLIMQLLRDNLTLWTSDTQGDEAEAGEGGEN
* hit, by the source's call; · = not tested or not shown; & = joins results of further samples; [ ] = another dose, or the depositor's remark. A portion of the library (hit frequency here may not be typical).

1	CNC(=O)/C(C#N)=C/c1ccc(-c2nc3ccccc3s2)o1
2	Cc1ccc2c(CN3CCN(C(=O)c4ccco4)CC3)cc(=O)oc2c1C
3	CC1=Nc2ccccc2/C1=C/c1c(N)n2c(S(=O)(=O)C(C)C)nsc2nc1=O
4	O=[N+]([O-])c1ccc(O)c(Nc2ncnc3ccc(Br)cc23)c1
5	Cc1ccccc1S(=O)(=O)Cc1ccc(C(=O)NCCN2CCCCC2C)o1 (stereo not given)
6	Cc1nn2c(-c3cccc(NC(=O)CSc4nc5ccccc5o4)c3)nnc2c2ccccc12
7	Nc1cccc(-n2nncc2-c2ccc(Cl)cc2)c1
8	C#CCNC(=O)C1=C[C@@H](c2ccc(C#C)cc2)[C@H](CCCO)[C@@H](OCC)O1

screen / no.	1	2	3	4	5	6	7	8
L929 necroptosis	1.9	0.9	-0.8	3.4	-0.7	0.3	0.0	0.0
EP2 antag	9	8	9	5	3	22	11	·
EP2 modulator	12	6	21	-44	-1	7	-14	-22
Rad51 HR inh	·	3	-22	-35	-18	-5	9	·
Calpain2 inh	-62	2	-78	-13	21	-170	32	11
Hck-Nef inh	-34	6	30	29	1	10	1	-5
Tb hexokinase	-26	-13	-9	-17	2	-10	5	3
eIF4E-4G inh	3	0	1	0	-2	-95	6	0
14-3-3 Bad PPI	0	-2	-6	-17	3	-5	2	3

9	O=C(O)CN1C(=O)NC2(CCOc3ccccc32)C1=O (stereo not given)
10	O=C(c1cnn2c(C(F)(F)F)cc(-c3cccs3)nc12)N1CCN(C(c2ccccc2)c2ccccc2)CC1
11	O=C(CCc1nc2ccccc2s1)NCc1ccccc1F
12	CCSc1nnc2c(n1)OC(C)(C)Nc1ccccc1-2
13	CC(=O)N(c1c(C)n(C)n(-c2ccccc2)c1=O)C1(C(=O)NC2CCCC2)CCCCC1
14	CN(C)/C=C1\N=C(c2ccccc2)OC1=O
15	COc1ccc(-n2c(C)cc(/C=C/c3nc(O)c([N+](=O)[O-])c(=O)[nH]3)c2C)cc1
16	CCc1cc2ccc(C)cc2nc1SCC(=O)Nc1cc(C)on1

screen / no.	9	10	11	12	13	14	15	16
L929 necroptosis	-0.7	0.6	0.7	-0.8	4.6	0.6	12	6.8
EP2 antag	5	11	2	7	10	1	10&4	7
EP2 modulator	1	4	-5	10	31	-6	0&0	48
Rad51 HR inh	·	1	3	7	3	21	2	-1
Calpain2 inh	2	-64	-7	-16	-35	45	2	-16
Hck-Nef inh	9	8	21	0	-3	20	38	18
Tb hexokinase	1	-12	3	-9	1	-59	2	-13
eIF4E-4G inh	-4	-5[fluorescence artefact?]	-1	-3	-3[fluorescence artefact?]	3	17	1
14-3-3 Bad PPI	2	0[fluorescence artefact?]	0	9	-4	-20	-9	2

17	Cc1sc(-c2cccnc2)nc1OC(=O)C1CC1
18	O=C(Nc1cccc(C(F)(F)F)c1)c1csc(-c2ccncc2)n1
19	O=C(NCc1ccccc1Cl)C1CCN(S(=O)(=O)N2CCC3(CC2)OCCO3)CC1
20	CCCCC1=CC2=C(c3ccco3)C(=O)C(C)(OC(=O)c3ccc(OC)cc3)C(=O)C2=CN1CCc1ccccn1 (stereo not given)
21	FC(F)(F)c1cc(-c2ccccc2)nc(-n2cc(Cl)cn2)n1
22	CCOC(=O)SC1=N/C(=C\c2ccc(N(C)C)cc2)C(=O)S1
23	COc1ccc2[nH]c(=O)c(CNc3ccccc3OC)cc2c1
24	O=c1oc(-c2ccccc2F)nc2scc(-c3ccccc3)c12

screen / no.	17	18	19	20	21	22	23	24
L929 necroptosis	10	0.0	0.6	-0.7	1.4	0.0	-0.7	0.5
EP2 antag	9	11	·	9	10	5	8	17
EP2 modulator	24	3	38	-3	59	-9	-33	1
Rad51 HR inh	2	7	·	-14	18	2	-34	-20
Calpain2 inh	-14	17	-20	-18	2	-13	16	13
Hck-Nef inh	-53	-6	2	5	15	24	17	8
Tb hexokinase	3	-1	-4	-16	-7	7	-12	-10
eIF4E-4G inh	-2	0	3	4	-2	4[fluorescence artefact?]	3	0
14-3-3 Bad PPI	-13	-5	-3	-1	-5	0	0	-8

Part of the list above, with tabs.
item	structure	L929 necroptosis	EP2 antag	EP2 modulator	Rad51 HR inh	Calpain2 inh	Hck-Nef inh	Tb hexokinase	eIF4E-4G inh	14-3-3 Bad PPI
21	FC(F)(F)c1cc(-c2ccccc2)nc(-n2cc(Cl)cn2)n1	1.4	10	59	18	2	15	-7	-2	-5
22	CCOC(=O)SC1=N/C(=C\c2ccc(N(C)C)cc2)C(=O)S1	0.0	5	-9	2	-13	24	7	4[fluorescence artefact?]	0

Going on with the list:
25	CC1(C)Cc2c(C#N)c(NCc3ccco3)nc(-c3ccco3)c2CO1
26	CSc1ccc(N2CCN(CCCNC(=O)Nc3ccccc3F)CC2)cc1
27	CCOC(=O)C1(Cc2cccc(OC)c2)CCN(Cc2ccc(C)s2)CC1
28	Clc1ccc(C[n+]2csc3ccccc32)cc1
29	O=C(CCCN1C(=O)c2ccccc2C1=O)Nc1ccc2c(c1)OCCO2
30	Cc1ccc(-c2nnn(CC(=O)N(c3ccccc3F)C(C(=O)NC3CCCC3)c3ccco3)n2)o1 (stereo not given)
31	COc1ccc(C2=NOC(C(=O)N3CCOCC3)C2)cc1OC (stereo not given)
32	CN(C)C(=O)c1cc(Cl)ccc1Sc1cc(Cl)ccc1Cl

screen / no.	25	26	27	28	29	30	31	32
L929 necroptosis	-1.2	0.4	-0.3	-0.3	-0.1	-0.9	2.0	-0.3
EP2 antag	5	-1	5	15	5	5	6	6
EP2 modulator	39	-11	-32	37	-24	51	38	8
Rad51 HR inh	1	1	4	28	25	-1	-1	3
Calpain2 inh	-260	5	6	19	-9	11	15	39
Hck-Nef inh	17	-2	2	0	-3	2	2	9
Tb hexokinase	-3	4	3	10	6	0	-2	-2
eIF4E-4G inh	·	3	0	0	0	4[fluorescence artefact?]	3[fluorescence artefact?]	0
14-3-3 Bad PPI	·	5	-7	5[fluorescence artefact?]	-10	9	-6[fluorescence artefact?]	-7

33	CC(C)Sc1nnc(CNC(=O)C23CC4CC(CC(C4)C2)C3)n1Cc1ccccc1
34	Cc1cccc(-c2nc(CS(=O)CC(=O)N3CCc4ccccc4C3)c(C)o2)c1 (stereo not given)
35	COc1ccc(N2C(=O)c3ccc(C(=O)OC(C)C)cc3C2=O)cc1
36	CC1CC(C)CN(C(=O)COc2ccc(-c3nnco3)cc2)C1 (stereo not given)
37	O=C(CN1CCCC1)Nc1ccccc1C(=O)c1ccccc1
38	O=C(NNS(=O)(=O)c1ccc2ccccc2c1)NC1CCCCC1
39	CCc1nnc2sc(-c3cc(-c4ccccc4)nc4ccccc34)nn12
40	C/C(=N/NC(=O)c1ccccn1)c1ccc(O)cc1

screen / no.	33	34	35	36	37	38	39	40
L929 necroptosis	1.6	0.4	0.8	1.6	0.4	0.6	0.6	1.1
EP2 antag	4	6	22	4	6	4	8	8
EP2 modulator	-1	1	6	-4	3	12	51	-3
Rad51 HR inh	-1	3	6	4	18	10	3	22
Calpain2 inh	0	4	-5	18	19	25	-43	8
Hck-Nef inh	4	4	13	1	-1	6	4	8
Tb hexokinase	0	-8	-1	1	-5	-3	-7	-33
eIF4E-4G inh	2	5	-6	-2	1	12[fluorescence artefact?]	-3	2
14-3-3 Bad PPI	-7	1	3	0	-1	-8[fluorescence artefact?]	-7[fluorescence artefact?]	-2

A different layout for some results above.
#35 COc1ccc(N2C(=O)c3ccc(C(=O)OC(C)C)cc3C2=O)cc1
  L929 necroptosis: 0.8	EP2 antag: 22	EP2 modulator: 6	Rad51 HR inh: 6	Calpain2 inh: -5	Hck-Nef inh: 13	Tb hexokinase: -1	eIF4E-4G inh: -6	14-3-3 Bad PPI: 3
#36 CC1CC(C)CN(C(=O)COc2ccc(-c3nnco3)cc2)C1 (stereo not given)
  L929 necroptosis: 1.6	EP2 antag: 4	EP2 modulator: -4	Rad51 HR inh: 4	Calpain2 inh: 18	Hck-Nef inh: 1	Tb hexokinase: 1	eIF4E-4G inh: -2	14-3-3 Bad PPI: 0
#37 O=C(CN1CCCC1)Nc1ccccc1C(=O)c1ccccc1
  L929 necroptosis: 0.4	EP2 antag: 6	EP2 modulator: 3	Rad51 HR inh: 18	Calpain2 inh: 19	Hck-Nef inh: -1	Tb hexokinase: -5	eIF4E-4G inh: 1	14-3-3 Bad PPI: -1
#38 O=C(NNS(=O)(=O)c1ccc2ccccc2c1)NC1CCCCC1
  L929 necroptosis: 0.6	EP2 antag: 4	EP2 modulator: 12	Rad51 HR inh: 10	Calpain2 inh: 25	Hck-Nef inh: 6	Tb hexokinase: -3	eIF4E-4G inh: 12[fluorescence artefact?]	14-3-3 Bad PPI: -8[fluorescence artefact?]

Next structures follow.
41	Cc1[nH]n(-c2cccc3ccccc23)c(=O)c1/C=N/NC(=O)c1cccc([N+](=O)[O-])c1
42	CCC(=O)Oc1ccc(/C(CC)=C(\CC)c2ccc(OC(=O)CC)cc2)cc1
43	COc1ccc(S(=O)(=O)N2Cc3ccccc3CC2C(=O)O)cc1OC (stereo not given)
44	CCn1c(NCc2ccccc2Cl)nc2ccccc21
45	CC(=O)c1c(-c2ccc(C)cc2)nc2c3ccccc3ccn12
46	CC(C)=CC(=O)N1CCC(N2CCC(C(=O)N3CCOCC3)CC2)CC1
47	COc1ccc(NS(=O)(=O)c2cccc(NC(=O)C34CCC(CC3)C4)c2)cc1
48	c1ccc(-n2c(-c3ccco3)nnc2N2CCOCC2)cc1

screen / no.	41	42	43	44	45	46	47	48
L929 necroptosis	20	0.0	1.0	-0.9	27	0.4	0.5	-0.1
EP2 antag	3	15	10	12	3	4	3	3
EP2 modulator	-2	21	11	2	-33	16	-40	22
Rad51 HR inh	9	-3	-1	7	-23	6	·	-1
Calpain2 inh	-55	-9	9	-13	12	-5	19	-21
Hck-Nef inh	1	-5	0	9	13	3	-1	-10
Tb hexokinase	-12	3	-6	2	-2	0	-1	-2
eIF4E-4G inh	11	-1	-3	5	-3	1	0[fluorescence artefact?]	-2
14-3-3 Bad PPI	-8	4	2	-11	-9	-11	-2[fluorescence artefact?]	6

49	COc1ccc(N(CC(=O)NCC2CCCO2)S(=O)(=O)c2ccc(C)cc2)cc1OC (stereo not given)
50	Fc1ccc(/C=N/Nc2nn[nH]n2)cc1
51	CC(C1CC2CCC1C2)n1c(COc2ccccc2F)nnc1SCC(N)=O (stereo not given)
52	O=C(N/N=C/c1cn(-c2ccccc2)nc1-c1cccnc1)c1ccc(F)cc1
53	O=Cc1sc(N2CCOCC2)nc1-c1ccccc1

screen / no.	49	50	51	52	53
L929 necroptosis	-0.4	0.9	0.0	0.9	1.4
EP2 antag	11	7	20	5	16
EP2 modulator	31	22	-16	9	16
Rad51 HR inh	1	-1	·	1	-42
Calpain2 inh	6	-5	-3	-2	-56
Hck-Nef inh	-18	13	1	-13	21
Tb hexokinase	12	-12	-9	6	-28
eIF4E-4G inh	-3	2	-1	-4	-2
14-3-3 Bad PPI	-8[fluorescence artefact?]	-4	4	-6	-4
